HRas wt GTP bind: modulators of GTP binding to HRas wildtype, primary screen, biochemical, bead-based flow cytometry, multiplex; actives 0.14% (n = 190,000); GTPase HRas (Homo sapiens), P01112; GTP binding activity, % at 10 µM; GST-Ras wt beads, Bodipy-FL-GTP binding; actives lie on both sides;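 active = GTP binding activity at least 20% away from the 100% baseline, either lowered as inhibitor or raised as activator; inconclusive = flagged as likely green fluorescent, judged across all proteins in the well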;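 note: 0% = unlabeled GTP competition control and 100% = no-compound control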
Target sequence (P01112 whole entry, looked up): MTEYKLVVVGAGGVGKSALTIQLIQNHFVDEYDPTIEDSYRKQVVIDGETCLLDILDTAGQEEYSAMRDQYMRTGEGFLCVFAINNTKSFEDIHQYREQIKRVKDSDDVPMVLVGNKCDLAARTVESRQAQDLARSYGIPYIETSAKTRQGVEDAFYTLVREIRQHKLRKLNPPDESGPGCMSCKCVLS
Bim-Bcl-W: inhibitors of Bim binding to Bcl-W, primary screen, biochemical, multiplexed, bead-based flow cytometry; Bcl-2-like protein 2 (Homo sapiens), Q92843; Bim peptide-Bcl-W binding; inhibition, % at 10 µM; actives 0.02% (n = 190,000);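 note: 0% = bound tracer without compound and 100% = peptide blocker; higher means less fluorescent Bim peptide bound to Bcl-W beads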
Target sequence (Q92843 whole entry, looked up): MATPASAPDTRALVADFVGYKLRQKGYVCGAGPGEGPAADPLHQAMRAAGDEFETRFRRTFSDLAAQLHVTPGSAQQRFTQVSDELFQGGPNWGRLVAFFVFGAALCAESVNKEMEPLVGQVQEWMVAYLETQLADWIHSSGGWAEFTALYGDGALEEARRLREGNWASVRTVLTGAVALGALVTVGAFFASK
Rab7 wt modul: modulators of GTP binding to Rab7, primary screen, biochemical, wildtype, multiplex bead flow cytometry. Rab7 GTPase wild type (dog), Bodipy-FL-GTP binding. GST-Rab7 beads, fluorescent GTP binding; actives lie on both sides; untreated = 100%, excess cold GTP = 0%. GTP binding activity (percent of control), % at 10 µM. actives 0.055% (n = 190,000). AID 758, 2007;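 active = fluorescent GTP binding to Rab7 beads changed by at least 20 points from the 100% baseline, either direction, mostly lower; inconclusive = compound itself probably fluorescent, or too few beads counted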;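 note: median green fluorescence of bound Bodipy-FL-GTP per Rab7 bead population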
Bcl-B Bim block: inhibitors of Bim-Bcl-B binding, primary screen, biochemical, multiplexed, human Bcl-2 family; Bcl-2-like protein 10 (Homo sapiens), Q9HD36; bead-based flow cytometry, Bim peptide-Bcl-B binding; inhibition, % at 10 µM; actives 0.073% (n = 190,000); AID 951, 2007;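 note: 0% = tracer peptide without compound and 100% = reference inhibitor peptide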
Target sequence (Q9HD36 whole entry, looked up): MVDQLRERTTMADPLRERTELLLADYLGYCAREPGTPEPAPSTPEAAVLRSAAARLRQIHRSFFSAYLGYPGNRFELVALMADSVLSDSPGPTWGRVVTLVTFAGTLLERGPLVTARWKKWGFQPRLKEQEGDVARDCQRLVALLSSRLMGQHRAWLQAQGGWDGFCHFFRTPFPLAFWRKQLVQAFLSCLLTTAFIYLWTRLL
Cdc42 wt GTP: modulators of GTP binding to wildtype Cdc42, primary screen, biochemical, multiplex bead flow cytometry, Bodipy-GTP. Cell division control protein 42 homolog (Homo sapiens), P60953. GST-Cdc42 beads; actives lie on both sides. percent activity (GTP binding), % at 10 µM. actives 0.2% (n = 190,000);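 active = percent activity GTP binding at least 20 points away from the 100% baseline, either down as inhibitor or up as activator; inconclusive = compound flagged as likely green fluorescent from well-wide comparison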;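 note: median bead fluorescence of bound Bodipy-FL-GTP at 100 nM; 0% = excess unlabeled GTP control and 100% = no compound control; below 100% means less GTP binding so inhibitor and above means activator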
Rab2 wt GTP: modulators of GTP binding to Rab2A wildtype, primary screen, biochemical, dog, bead-based flow cytometry, multiplex | GST-Rab2 wt beads, Bodipy-GTP binding | GTP binding activity, % at 10 µM | actives 0.19% (n = 190,000);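 active = GTP binding activity at least 20 points away from 100%, either lowered or raised; inconclusive = signal likely due to the compound's own green fluorescence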;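 note: 0% = beads with excess unlabeled GTP and 100% = no-compound control corrected for plate trend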
Rac1 mut GTP: GTP binding modulators of activated mutant Rac1, primary screen, biochemical, bead-based flow cytometry, multiplex, fluorescent GTP; Ras-related C3 botulinum toxin substrate 1 (Homo sapiens), P63000; actives 0.11% (n = 190,000); AID 764, 2007; GST-Rac1 activated beads; actives lie on both sides; 100% means binding = to untreated wells; percent activity (GTP binding), % at 10 µM;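 active = GTP binding at least 20 percentage points away from the 100% baseline, in either direction, so actives lie on both sides; inconclusive = Compound likely fluorescent itself, or too few beads counted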
Rac1 wt modul: wildtype Rac1 GTP binding modulators, primary screen, biochemical, GST-Rac1 beads, flow cytometry, multiplex | Ras-related C3 botulinum toxin substrate 1 (Homo sapiens), P63000 | fluorescent GTP binding; actives lie on both sides; 0 = cold GTP competed, 100 = untreated | GTP binding activity (% of control), % at 10 µM | actives 0.27% (n = 190,000);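 active = GTP binding activity at least 20 points away from the 100% control level, either lower or higher; inconclusive = compound flagged as likely green fluorescent, judged across all proteins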
Bcl-2 Bim block: inhibitors of Bim-Bcl-2 binding, primary screen, biochemical, multiplexed, human Bcl-2 family | Apoptosis regulator Bcl-2 (Homo sapiens), P10415 | Bead-based flow cytometry, Bim peptide-Bcl-2 binding | inhibition, % at 10 µM | actives 0.06% (n = 190,000) | AID 950, 2007; in the data active = inhibition above about 40%; inconclusive = no clear call, values can overlap the other calls;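 note: 0% = no compound wells with probe peptide and 100% = reference peptide inhibitor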
Target sequence (P10415 whole entry, looked up): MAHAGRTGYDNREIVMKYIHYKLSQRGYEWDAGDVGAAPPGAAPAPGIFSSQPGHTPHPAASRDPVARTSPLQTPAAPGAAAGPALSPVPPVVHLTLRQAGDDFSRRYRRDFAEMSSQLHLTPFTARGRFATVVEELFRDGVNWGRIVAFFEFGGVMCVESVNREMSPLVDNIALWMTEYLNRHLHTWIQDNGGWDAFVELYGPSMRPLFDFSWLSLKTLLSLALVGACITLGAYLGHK
Bcl-XL Bim block: inhibitors of Bim-Bcl-XL binding, primary screen, biochemical, multiplexed, bead flow cytometry, human Bcl-XL. Bcl-2-like protein 1 (Homo sapiens), Q07817. Bim peptide-Bcl-XL binding, fluorescence. inhibition, % at 10 µM. actives 0.04% (n = 190,000)
Target sequence (Q07817 whole entry, looked up): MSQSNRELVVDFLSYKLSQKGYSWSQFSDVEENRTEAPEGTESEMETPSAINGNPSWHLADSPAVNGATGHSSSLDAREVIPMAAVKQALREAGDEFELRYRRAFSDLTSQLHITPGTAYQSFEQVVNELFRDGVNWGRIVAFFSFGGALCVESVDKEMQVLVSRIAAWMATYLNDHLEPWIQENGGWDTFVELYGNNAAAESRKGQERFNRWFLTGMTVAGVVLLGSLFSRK
Bim-Bfl-1: inhibitors of Bim binding to Bfl-1, primary screen, biochemical, multiplexed, bead-based flow cytometry; Bcl-2-related protein A1 (Homo sapiens), Q16548; Bim-Bfl-1 binding inhibition; inhibition, % at 10 µM; actives 0.12% (n = 190,000); AID 1008, 2008;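 note: 0% = wells without compound plus tracer and 100% = blocker peptide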
Numbers without * were called inactive; ? = inconclusive. Cut-off read from the data, not from the text of the source, unless noted: active = inhibition above about 40%.

structure	Bim-Bcl-W	Rac1 mut GTP	Cdc42 wt GTP	Bcl-XL Bim block	Rab7 wt modul	Bim-Bfl-1	HRas wt GTP bind	Bcl-2 Bim block	Rab2 wt GTP	Rac1 wt modul	Bcl-B Bim block
CCN(CC)S(=O)(=O)c1ccc(C)c(NC(=O)COc2ccc(Cl)cc2Br)c1	-2	101	102	-5	98	-7	100	-6	97	102	-4
CCOC(=O)c1[nH]c2ccc(Br)cc2c1NC(=O)CCN1CCN(C(=O)OCC)CC1	0	101	102	2	101	0	102	-2	101	103	-4
CCOC(=O)C(C)Sc1nnc(Cc2cc(=O)[nH]c(=O)[nH]2)n1-c1ccc(Cl)cc1 (stereo not given)	-5	98	103	-8	104	-5	101	-3	101	104	-6
Cc1cccc(N2CCN(C(=S)Nc3ccc4nc5n(c(=O)c4c3)CCCCC5)CC2)c1C	-2	95	96	-3	103	-1	98	-1	98	97	-7
O=C1CC(c2ccccc2)n2nc(N3C(=O)CCC3=O)nc2N1 (stereo not given)	-2	98	99	0	94	-2	101	4	100	95	0
COCCOC(=O)c1c(NC(=O)CN2CCCc3ccccc32)sc(C(N)=O)c1C	-2	101	99	-7	99	-10	100	-5	100	106	-16
CN(C)c1nc(NC(C)(C)C)nc(SCC(=O)Nc2ccccc2)n1	-1	93	93	-1	96	3	96	-2	95	96	-3
Cc1c(NC2(C#N)CCCCC2)c(=O)n(-c2ccccc2)n1C	-3	100	98	-2	106	-7	104	-3	102	103	-5
CCCCNC(=S)N/N=C1\C(=O)c2cccc3cccc1c23	2	101	103	-5	99	-12	102	-11	101	105	-19
Clc1ccc(-c2cc(COc3ccccc3)on2)cc1	0	92	90	-3	94	9	93	9	93	90	0
Cn1c(=O)nc2n(Cc3ccccc3)c3cccc(Cl)c3cc-2c1=O	0	95	98	-11	98	-8	95	-9	96	98	-16
Cc1ccc(NNC2CC(=O)N(c3cccc(Cl)c3)C2=O)cc1 (stereo not given)	-2	94	97	-1	97	-6	98	-5	96	95	-6
CCOc1ccc(NC(=S)N(CC)Cc2ccccc2)cc1	-1	94	97	-2	94	-6	95	-4	94	99	-7
O=C(O)C1CC(O)CN1C(=O)c1ccco1 (stereo not given)	3	97	100	-13	97	-6	100	-3	98	99	-4
O=C1CCCC/C1=C/Nc1ccc2c(c1)OCO2	-1	94	98	-1	95	5	95	-2	94	95	-3
CCO/C=C1\N=C(c2ccc(F)cc2)OC1=O	-5	96	103	-4	98	-9	99	-7	97	100	-5
CCOc1cc(-c2c(C)c(CC)nc(N)c2C#N)ccc1O	3	99	100	-2	100	-4	100	-4	101	104	-2
CCCCn1c(SCC(=O)NCCc2ccc(OC)c(OC)c2)nc2c1c(=O)n(C)c(=O)n2C	0	99	101	6	97	-10	98	-6	99	101	-3
CC1(C)CC(=O)C2=C(C1)Nc1[nH]c(=S)[nH]c(=O)c1C2c1ccccc1 (stereo not given)	0	99	104	-4	98	2	101	-5	101	103	-5
CN(CC(=O)Nc1sccc1C#N)Cc1ccccc1	-2	97	101	-3	96	-3	97	-2	97	102	-11
CCOc1cc(CNc2ccc(N(C)C)cc2)cc(Br)c1OCC(=O)NC(C)(C)C	7	91	95	-8	93	30	96	2	94	94	-25
CCOc1ccc(CN2CCN(Cc3[nH]c4ccc(OC)cc4c3C)CC2CCO)cc1 (stereo not given)	-2	98	96	2	104	-6	101	0	96	104	-3
C/C(Cl)=C\Cn1c(N2CCCCCC2)nc2c1c(=O)n(C)c(=O)n2C	0	102	105	-4	102	-13	103	-3	102	106	-7
CCOC(=O)C1C(c2ccc(O)c(O)c2)NC(=S)NC1(O)C(F)(F)F (stereo not given)	-2	101	104	-4	102	3	100	-7	99	104	-21
O=C(CSc1n[nH]c(=O)[nH]c1=O)c1ccccc1	-3	96	99	-9	94	-7	96	-3	98	102	-11
COc1ccc(C(=O)Nc2ccc(OC)c(OC)c2)cc1	-4	96	100	-13	102	-24	100	-13	101	98	-9
C=CCn1c(CCNC(=O)c2cccs2)nnc1SCC(=O)Nc1cccc(C(C)=O)c1	-2	99	98	-3	101	-2	99	-6	98	98	-1
CCOC(=O)c1nc(NCc2cccnc2)c2ccccc2n1	0	97	97	-3	95	-10	96	-1	95	99	-6
Cc1ccc(S(=O)(=O)N2CCN(CC(=O)N/N=C/c3ccco3)CC2)cc1	-4	100	98	-8	99	-13	100	-3	100	104	-11
COCCCN(C(=S)Nc1c(C)cc(C)cc1C)C(C)c1ccccn1 (stereo not given)	0	92	95	-4	99	4	97	-6	96	94	-36
COc1cc(NC(=O)C2CC(c3cccc(OC)c3OC)=NO2)cc(OC)c1OC (stereo not given)	0	96	96	0	95	6	96	6	96	98	1
Cn1c(N)c(C(=O)COC(=O)c2cncc(Br)c2)c(=O)n(C)c1=O	1	90	88	3	95	0	89	6	89	88	28
Cc1ccc(C)c(OCC(=O)NCCN(C)C)c1	-3	98	105	-1	98	-1	101	0	101	108	0
O=C(NC1CC1)C1CCN(C2CCN(C(=O)/C=C/c3cccs3)CC2)CC1	-1	?	?	-1	?	-8	?	-3	?	?	-2
CCCCN(CC)CCCNC(=O)c1cc2cc3ccc(OC)cc3nc2o1	-1	98	102	-2	101	1	102	-2	102	100	-4
CCOC(=O)/C=C/C(=O)NNC(=O)c1ccccc1Cl	-2	97	96	-3	103	-5	100	2	101	101	-3
O=C(COC(=O)/C=C/c1ccccc1[N+](=O)[O-])Nc1ccc(OC(F)F)cc1	-1	101	104	-1	105	0	103	2	98	105	-1
COc1ccc(COC(=O)N/N=C(\C)CC(=O)NCc2ccc(Cl)cc2)cc1	0	94	103	-2	96	-5	96	-6	97	100	-5
CCOc1ccccc1-c1nc2c([nH]1)c(=O)n(C)c(=O)n2C	1	98	100	0	100	0	100	1	99	99	1
Cc1ccc(NC(=O)c2cc(N(C)C)ccc2[P+](=O)O)cc1	7	96	97	-3	95	-7	99	-1	96	97	0
COc1cc(NC(=O)C2CC(=O)NC3=C2C(=O)CCC3)c(OC)cc1Cl (stereo not given)	-6	99	104	-2	101	0	102	-4	102	104	-4
COc1ccc(C2Nc3ccc4ccccc4c3-c3c2c(=O)oc2ccccc32)cc1 (stereo not given)	1	101	101	-5	97	-9	99	-2	98	102	-3
COC(=O)c1cc(OC)c(OC)cc1NC(=S)N1CCCC(CO)C1 (stereo not given)	-3	100	104	-2	93	0	103	-1	103	99	-5
COCc1cc(C)nc(Nc2ccc(C)c(C)c2)c1C#N	-2	98	102	-10	103	-18	99	-10	101	102	-10
CCN(CC)c1ccc(N/C(N)=N/c2nc(C(F)(F)F)cc(=O)[nH]2)cc1	-2	94	95	0	95	-2	92	0	93	91	0
O=C(CCCCn1c(=S)[nH]c2ccsc2c1=O)NCc1ccc2c(c1)OCO2	2	?	?	-3	?	1	?	-4	?	?	-51
CC(=O)Nc1ccccc1NS(=O)(=O)c1ccccc1[N+](=O)[O-]	3	95	98	-1	107	-6	100	1	98	100	-1
Cn1nc(-c2ccccc2)c(-c2nc(-c3cccc(Cl)c3)no2)c1Cl	-2	99	104	-2	104	-1	103	-1	103	100	1
O=C(NN=C1C2CC3CC1CC(Cl)(C3)C2)c1cccs1	1	97	103	1	102	-4	99	0	98	103	-1
N#Cc1c(-c2ccccc2Cl)cc(C2CC2)nc1N	-1	102	107	-2	99	0	107	-3	103	105	-1
Cc1ccc(C(=O)C2=C(O)C(=O)N(CCCN3CCOCC3)C23C(=O)N(C)c2ccccc23)o1 (stereo not given)	2	98	99	-1	99	0	100	0	98	97	2
Cn1c(Cl)c(/C=N/OC(=O)c2ccc(Cl)cc2)c2ccccc21	-4	99	101	-1	98	-10	101	-5	99	104	-9
Cc1c(NC(=O)CN2C(=O)NC(CCc3ccccc3)C2=O)c(=O)n(-c2ccccc2)n1C (stereo not given)	-4	91	94	2	98	2	95	3	95	91	2
Fc1ccc(C2CC(c3cccs3)=NN2c2ccccc2)cc1 (stereo not given)	-1	?	?	-2	?	-1	?	-2	?	?	-5
CCCCCC(=O)c1ccc(O)cc1O	-1	98	101	1	96	-3	98	-2	98	98	-3
O=S(=O)(Nc1cccc(Oc2cnccn2)c1)c1ccc(F)cc1	0	97	94	-2	106	-3	97	-3	98	98	0
Cc1cccc(N2CCN(C(=O)c3c(C)nn(Cc4ccccc4Cl)c3C)CC2)c1C	-4	100	97	-8	101	-20	99	-13	99	103	-12
Sc1oc(-c2ccccc2)cc1C=Nc1ccccc1	-3	96	100	-12	99	-17	101	-5	98	102	-16
Fc1ccccc1CSc1nnc(-c2cccnc2)o1	-1	95	97	-3	99	-8	96	-2	95	99	-9
Cc1cccnc1NC(=O)C12CCC(C)(C(=O)O1)C2(C)C (stereo not given)	-5	94	97	-5	94	-3	97	-3	95	97	-2

Next records:
structure	Bim-Bcl-W	Rac1 mut GTP	Cdc42 wt GTP	Bcl-XL Bim block	Rab7 wt modul	Bim-Bfl-1	HRas wt GTP bind	Bcl-2 Bim block	Rab2 wt GTP	Rac1 wt modul	Bcl-B Bim block
COc1ccc2oc(C(=O)OCC(=O)c3ccc4c(c3)OCCO4)c(C)c2c1	-2	90	89	0	96	-3	91	-1	89	88	-2
NS(=O)(=O)c1ccc(NC(=O)Cn2ncc3c2-c2ccccc2OC3)cc1	1	99	106	-2	104	-9	103	-8	101	107	-6
COc1cc(CCC(=O)Nc2cc(C)cc(C)c2)cc(OC)c1OC	0	96	96	0	98	-7	96	-2	94	95	-3
O=C(COC(=O)c1cccs1)NC12CC3CC(CC(C3)C1)C2	3	96	97	0	107	-4	98	-1	99	97	-1
O=C(CN(CCc1ccccc1)S(=O)(=O)c1ccc(Cl)cc1)N/N=C/c1ccccc1C(=O)O	-1	93	95	-2	100	-4	97	1	96	95	-1
COc1ccc(-c2nn(-c3ccccc3)cc2/C=N/NC(N)=S)cc1OC	-2	100	101	-4	100	4	100	0	99	104	-11
CC1C(c2ccccc2)=[N+]([O-])C2(CCCCC2)N1O (stereo not given)	0	101	106	-1	105	1	107	-1	106	105	-2
COc1cc(-c2nnc(COC(=O)C3c4ccccc4Oc4ccccc43)o2)cc(OC)c1OC	-3	91	93	-1	94	-1	93	0	92	96	-3

Screens: PubChem BioAssay, NMMLSC
